# Screening results from PubChem BioAssay.
# M1 antag: blocks human M1 muscarinic receptor | P11229 | CHO-K1 hM1, Fluo-8 calcium fluorescence, ACh EC80 antagonist | inhibition, % at 3 µM | 360,000 tested, 1.3% active | AID 588852;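 active means percent inhibition above its own plate's cutoff, namely the mean of that plate's compound wells plus 3 SD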;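 further: peak over basal fluorescence ratio during 140 s after agonist addition; 0% = ACh EC80 plus DMSO and 100% = DMSO alone without agonist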
# Target sequence (P11229 whole entry, looked up): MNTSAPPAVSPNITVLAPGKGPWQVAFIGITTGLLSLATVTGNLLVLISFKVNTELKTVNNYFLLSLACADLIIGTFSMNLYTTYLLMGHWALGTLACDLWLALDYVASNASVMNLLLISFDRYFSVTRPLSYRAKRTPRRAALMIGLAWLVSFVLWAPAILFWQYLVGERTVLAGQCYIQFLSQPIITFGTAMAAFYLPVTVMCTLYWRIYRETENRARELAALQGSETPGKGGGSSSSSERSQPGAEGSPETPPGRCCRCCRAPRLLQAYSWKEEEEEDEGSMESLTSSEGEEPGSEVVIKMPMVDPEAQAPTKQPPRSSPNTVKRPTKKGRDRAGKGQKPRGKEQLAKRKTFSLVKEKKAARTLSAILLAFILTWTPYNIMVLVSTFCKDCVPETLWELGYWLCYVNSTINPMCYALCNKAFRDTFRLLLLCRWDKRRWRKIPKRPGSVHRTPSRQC
# CHO-K1 Ca PAM: counter-screen for M1 PAMs: effect in parental CHO-K1 cells | ATP EC20, Fluo-8 calcium fluorescence; 0% at ATP EC20, 100% at ATP max | activation, % at 3 µM | 360,000 tested, 0.02% active;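 active means activation above the run cutoff, the mean activation of all test compounds plus 3 SD, cut at about 40% in these data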;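 further: peak over basal fluorescence ratio in a 140 s read after ATP addition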
# TAAR1 agonist: agonists of human TAAR1; Q96RJ0; CHO RD-HGA16 TAAR1, Fluo-8 calcium fluorescence; vehicle wells 0%, saturating PEA agonist 100%; activation, % at 3 µM; 360,000 tested, 0.99% active;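 active means activation above the mean activation of all test compounds in the run plus 3 SD, cut at about 38% in these data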
# Target sequence (Q96RJ0 whole entry, looked up): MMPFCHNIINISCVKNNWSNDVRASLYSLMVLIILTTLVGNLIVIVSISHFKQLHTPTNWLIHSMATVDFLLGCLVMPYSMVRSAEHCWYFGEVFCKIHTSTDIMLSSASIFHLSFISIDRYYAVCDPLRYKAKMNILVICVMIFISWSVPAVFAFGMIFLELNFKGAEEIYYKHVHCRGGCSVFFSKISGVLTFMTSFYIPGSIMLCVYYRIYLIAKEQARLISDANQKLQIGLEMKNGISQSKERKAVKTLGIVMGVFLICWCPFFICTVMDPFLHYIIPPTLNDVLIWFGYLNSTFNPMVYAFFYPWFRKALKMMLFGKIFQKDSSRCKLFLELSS
#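 Assay system – CHO-derived RD-HGA16 cells with stable Gα16 and human TAAR1 · Compound dosing – one-point dosing at 3 µM (nominal) · Incubation – 17-24 h seeding, 75 min 37 °C dye, 30 min RT · Measured by – kinetic Fluo-8 calcium fluorescence · Control set – DMSO vehicle as 0%, PEA at EC100 as 100% · Repeats – single well for each compound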
# CHO parental Ca: counter-screen for OX1R antagonists: effect in parental CHO cells | parental CHO-K1, ATP-induced calcium, Fluo-8 fluorescence | inhibition, % at 5.6 µM | 330,000 tested, 0.63% active | AID 463079;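 active means inhibition above that plate's mean sample inhibition plus 3 SD, cut at about 26% in these data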;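 further: 0% = ATP-challenged DMSO wells and 100% = DMSO wells without ATP; some compounds past the cut are filed as inactive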
#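 Test system: parental CHO cells; detection: calcium-sensitive Fluo-8 fluorescence; evaluation: percent inhibition of calcium signal; also added: ATP as calcium-mobilizing challenge; repeats: one well per compound; control set: ATP-challenged DMSO wells low, unchallenged DMSO wells high; compound: single nominal dose of 5.6 µM per compound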
# M1 PAM: positive allosteric modulators of human M1 muscarinic receptor; CHO-K1 hM1, Fluo-8 calcium fluorescence, ACh EC20; 0% = ACh EC20, 100% = maximal ACh; activation, % at 3 µM; P11229; 360,000 tested, 0.088% active; in the data active means activation above about 19%, passing the limit was not always enough
# CHO-K1 Ca ag: nonselective activator or artifact in parental CHO-K1 cells; Fluo-8 calcium fluorescence; scaled to maximal ATP response, vehicle zero; 360,000 tested, 0.48% active; activation, % at 3 µM; in the data active means activation above about 15%;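 further: untransfected CHO-K1 host cells lacking M1 receptor as counterscreen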
# CHRM1 agonist: human M1 muscarinic receptor agonism; 360,000 tested, 0.33% active; CHO-K1 hM1, Fluo-8 calcium fluorescence, agonist mode; 0% DMSO, 100% acetylcholine EC100; activation, % at 3 µM; AID 588814;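 active means activation above the run's mean compound activation plus 3 SD, cut at about 16% in these data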;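 further: peak over basal fluorescence ratio within a 140 s kinetic read after compound addition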
# TAAR1 antagonist: antagonists of human TAAR1; Q96RJ0; 360,000 tested, 1.5% active; CHO RD-HGA16 TAAR1, Fluo-8 calcium fluorescence, antagonist; inhibition, % at 3 µM;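 active means inhibition above a per-plate cutoff, the mean inhibition of test compounds on that plate plus 3 SD, cut at about 49% in these data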;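 further: 0% = DMSO plus EC80 beta-PEA response and 100% = DMSO alone without agonist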
#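 Assay system: RD-HGA16 CHO cells with stable hTAAR1 and Gα16 / Reagent: EC80 β-phenethylamine stimulus / Doses: 3 µM, single point / Timing: dye loading 75 min at 37 °C, then 30 min room temperature / Measured by: Fluo-8 intracellular calcium dye fluorescence, real-time kinetic reads / Controls: vehicle wells and EC80 agonist wells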
# CHO-K1 Ca antag: nonselective inhibitor or artifact in parental CHO-K1 cells. ATP-induced calcium, Fluo-8 fluorescence. inhibition, % at 3 µM. 360,000 tested, 0.6% active;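 active means inhibition above a per-plate cutoff, the plate's mean sample inhibition plus 3 SD, cut at about 24% in these data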;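 further: 0% = DMSO plus EC80 ATP and 100% = DMSO alone without ATP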
# Numbers without * were called inactive; / = not tested or not shown. Outcome played no part in choosing rows; any-hit rate near 4.4%.
SMILES,M1 antag,CHO-K1 Ca PAM,TAAR1 agonist,CHO parental Ca,M1 PAM,CHO-K1 Ca ag,CHRM1 agonist,TAAR1 antagonist,CHO-K1 Ca antag
CC(=O)Nc1ccc(C2=NN(c3ccccc3)C(c3cccs3)C2)cc1 (stereo not drawn),5,21,8,-25,-1,0.6,-5,11,-5
CCOC(=O)C1(Cc2cccc(OC)c2)CCCN(C(=O)c2ccc(OC)o2)C1 (stereo not drawn),15,-27,2,-23,-4,0.1,-1,-26,11
Cc1nn(C)c(C)c1NC(=O)CSc1nc(C2CC2)nc2c1cnn2-c1ccccc1,-3,8,3,-21,3,1.0,-2,8,-4
O=C(NNC(=S)Nc1cccc(Cl)c1)c1ccccc1,-10,-15,2,6,2,1.3,1,3,6
CN(C)c1ccc(/C=C/C=C2/SC(=S)N(c3ccccc3)C2=O)cc1,19,14,16,27,-1,6.1,5,20,13
Cc1ccc(S(=O)(=O)CC(=O)Nc2c(C)n(C)n(-c3ccccc3)c2=O)cc1,-1,-2,5,-13,2,0.1,-3,-20,-2
CC(=O)Nc1cccc(Nc2cc(C)nn2C)c1,-1,8,1,/,6,0.3,-3,-18,10
O=C(c1ccccn1)C1CCCN(Cc2nc(Cc3cccc(F)c3)no2)C1 (stereo not drawn),-6,6,5,-16,2,3.9,-2,-16,-7
c1ccc(CNc2nc(-c3cccnc3)nc3ccccc23)cc1,5,8,6,/,-9,2.3,-10,24,-10
C=CCC1(O)C(=O)Nc2ccccc21 (stereo not drawn),-10,-2,10,-10,11,-0.2,-2,6,10
Cc1ccc(NC(=O)c2nc[nH]c2C(=O)NCCCCNC(=O)c2[nH]cnc2C(=O)Nc2ccc(C)cc2)cc1,1,18,18,-9,-1,-0.2,-1,60*,-9
CCN(C(=O)CN1CCN(c2ccccc2F)CC1)c1c(N)n(Cc2ccccc2)c(=O)[nH]c1=O,-1,7,2,-3,5,0.8,-2,11,-10
COc1ccc(C2CCCN2C(=S)Nc2c(C)cccc2C)cc1OC (stereo not drawn),0,2,-1,-13,1,0.5,-3,-19,-3
Cc1ccc(COc2ccc(-c3nnco3)cc2)cc1,-16,5,-1,-7,10,1.4,-3,-10,-6
N#Cc1ccc(C(=O)N2CCN(c3ncccn3)CC2)cc1,-3,3,-1,0,4,0.1,-3,-3,0
COc1ccc(S(=O)(=O)N2CCCC(C(=O)NCCc3ccccc3)C2)cc1 (stereo not drawn),-2,15,7,-28,2,2.2,-8,4,-19
Cc1ccc2c(c1)N(S(=O)(=O)c1ccc(CN3C(=O)c4cccnc4C3=O)s1)CCO2,-9,14,6,-7,3,4.2,-1,-25,-23
CC(=O)c1ccc(NC(=O)c2sc3nc(C)c(C)c(C)c3c2N)cc1,-23,-16,1,/,15,0.2,-1,4,6
CCn1c(=N)c(C(=O)NCCCOC)cc2c(=O)n3cccc(C)c3nc21,3,10,2,-7,-3,0.1,-6,-19,-3
CN1CCN(NC(=O)/C=C/c2ccc(C(C)(C)C)cc2)CC1,3,2,4,-6,-6,2.1,-4,-6,1

# In the list so far, these have a halogen.
SMILES,M1 antag,CHO-K1 Ca PAM,TAAR1 agonist,CHO parental Ca,M1 PAM,CHO-K1 Ca ag,CHRM1 agonist,TAAR1 antagonist,CHO-K1 Ca antag
O=C(NNC(=S)Nc1cccc(Cl)c1)c1ccccc1,-10,-15,2,6,2,1.3,1,3,6
O=C(c1ccccn1)C1CCCN(Cc2nc(Cc3cccc(F)c3)no2)C1 (stereo not drawn),-6,6,5,-16,2,3.9,-2,-16,-7
CCN(C(=O)CN1CCN(c2ccccc2F)CC1)c1c(N)n(Cc2ccccc2)c(=O)[nH]c1=O,-1,7,2,-3,5,0.8,-2,11,-10

# (listing goes on)
SMILES,M1 antag,CHO-K1 Ca PAM,TAAR1 agonist,CHO parental Ca,M1 PAM,CHO-K1 Ca ag,CHRM1 agonist,TAAR1 antagonist,CHO-K1 Ca antag
C[C@H]1CN([C@@H](C)CO)C(=O)Cc2cc(NC(=O)CCC(F)(F)F)ccc2O[C@H]1CN(C)C(=O)Nc1ccc(F)cc1,4,7,10,-6,5,0.4,-5,6,-13
COCCn1c(Cc2ccccc2)nnc1SCC(=O)N(C)C,-7,9,2,4,6,0.0,-2,-23,0
C=CCN=C(CC)C1=C(O)CCCC1=O,-14,21,0,-9,12,-0.1,2,-6,-10
O=C1C=CC(=O)N1Cc1ccncc1,-5,-8,1,/,4,0.2,0,4,-10
N#CC1(NC(=O)CSc2nnc(C3CC3)n2N)CCCCC1,-12,13,1,/,7,0.4,-2,-1,-15
COC(=O)Cc1ccc(NC(C)=O)cc1,-4,3,9,4,4,0.2,-3,0,-8
COc1ccc2c(c1)CC/C2=N\OC(=O)c1cccc(C)c1,-8,14,-2,-22,7,0.1,-10,-5,-8
CCC(=O)NCCc1nc2cc(NC(=O)c3ccccc3OC)ccc2n1C,-31,1,3,-14,2,0.2,0,-1,-13
CN(C)S(=O)(=O)c1cccc(N=C2SCCN2Cc2ccccc2)c1,10,1,-1,40*,-11,9.4,2,2,2
Cc1nc2ccc(S(=O)(=O)N(C)CC(=O)N3CCc4ccccc4C3)cc2s1,-9,-6,-1,-28,3,0.1,-1,2,19
O=C(Cc1ccccc1)Nc1ccc(SC(F)F)cc1,-6,25,2,16,-3,2.4,-9,-13,-11
Cc1nc(Oc2ccc(S(=O)(=O)N3CCOCC3)cc2Cl)c2c3c(sc2n1)CCCC3,7,14,2,14,2,3.7,2,-4,8
COc1ccc(/C=C/c2ccncc2)cc1OC,-2,7,0,-10,4,0.2,-3,0,7
COc1ccc2nc(N3CCC(C)CC3)c(C#N)cc2c1,0,17,11,-16,1,0.4,-1,7,-10
CN(C)S(=O)(=O)n1cc(/C=C(\NC(=O)c2ccccc2Cl)C(=O)N2CCOCC2)c2ccccc21,4,5,1,-13,-2,0.5,-1,1,-4
Cn1c(=O)c2c(nc(N3CCCCCC3)n2CC(=O)c2ccccc2)n(C)c1=O,-35,20,6,-14,12,0.1,-1,-11,-7
Cc1ccc(OCc2nnc(SC(C)C(=O)O)n2-c2ccccc2)cc1 (stereo not drawn),-12,5,7,-5,4,0.6,-4,-9,-6
COc1ccccc1C/C(N)=N/O,-12,14,34,-6,16,1.4,-7,-12,-5
CCCc1c(C(=O)N/N=C(\CC)c2ccccc2)nnn1-c1nonc1N,-10,-9,0,/,3,0.0,5,4,4
Cc1cccc(OCCC(=O)N(C)CC(=O)Nc2cccc3ccccc23)c1,5,-9,0,-11,0,0.9,-5,7,17
N/C(=N\OC(=O)c1ccco1)c1ccc(Cl)cc1,-6,13,2,4,11,0.3,-6,4,-17
CCN(CC1CCCO1)C(=O)CCc1nnc(CCc2ccccc2OC)o1 (stereo not drawn),-16,5,0,-9,12,0.5,-3,7,-4
O=C(CSc1ncn[nH]1)Nc1nc(-c2ccccc2)ns1,6,0,16,-2,-1,1.6,-1,-1,8
COCCOc1cc(N)c(Cl)cc1Cl,-1,25,1,-6,10,1.3,-7,14,-11
Cc1ccccc1NC(=O)c1cc(N)ccc1N1CCCCC1,-2,16,11,-17,6,0.3,-3,-17,-8
CN(C)S(=O)(=O)Nc1ccc(NS(=O)(=O)N(C)C)c(S(=O)(=O)c2ccccc2)c1,-7,4,9,-5,2,-0.9,-3,-11,2
CN1C(=O)/C(=C\C=C2/CCCN2C)N(C)C1=S,-15,10,7,-1,6,-0.3,-7,7,-3
CCCCc1c(O)nc(SCC(=O)c2ccccc2)n(-c2ccccc2)c1=O,-29,2,4,-6,25,0.4,-1,-9,-6
Cc1c(C(=O)Nc2ccc(F)cc2)c2ccccn2c1CCc1ccncc1,-6,8,3,-13,1,1.9,1,-10,9
CC(=O)c1ccc(OCCCC(=O)N(CCC2=CCCCC2)c2c(N)n(Cc3ccccc3)c(=O)[nH]c2=O)cc1,-2,13,0,-26,3,10,-7,3,4
CCOC(=O)N1CCN(CCC(=O)Nc2ccc(Br)c(C)c2)CC1,19,-6,14,-20,-9,5.4,-5,-9,-5
O=c1[nH][nH]c2c1[C@H](CCc1cccc(Cl)c1)O[C@H](C1CCCC1)C2,/,17,-1,/,/,-0.1,/,-2,-16
N#Cc1c2ccc([N+](=O)[O-])cc2[n+]([O-])n1-c1ccccc1,-4,19,2,8,8,1.5,-1,2,-14
O=C(O)c1cc(-c2ccc(/C=N/Nc3ccc(Cl)cc3)o2)ccc1Cl,-5,21,0,9,12,-0.8,-7,13,-10
c1ccc2c(c1)C(=NCC1CCCO1)NC2=NCC1CCCO1 (stereo not drawn),6,13,12,-2,3,0.0,-10,9,-14
O=C(COc1ccc(F)cc1)Nc1ccccc1N1CCOCC1,2,-3,6,-15,-1,2.4,-4,-4,-7
CC/C(=N/Nc1cccc(Cl)c1)c1cnnc(SC)n1,5,-6,2,-17,-3,0.0,-6,12,0
Cc1ccc(/C=C(\C#N)C(=O)NCCN2CCOCC2)cc1,-9,15,2,-3,10,0.3,-7,11,-11
O=C1CN(C(=O)c2cnccn2)c2ccccc2N1,-1,19,2,-2,8,0.7,-4,5,-15
Cc1c(F)cccc1NC(=O)CSCC(=O)Nc1ccccc1,-14,-6,1,-6,4,0.4,0,-11,-17
CC(C)N=C(N)N=C(N)Nc1ccc(Cl)cc1,-24,-7,3,-3,-3,0.3,-6,19,4
CC(=O)c1cnn(-c2cc(Oc3cccc(C)c3)ncn2)c1C,-10,13,13,4,6,-0.4,-3,14,-16
O=S(=O)(Nc1nc2ccccc2nc1Cl)c1ccc2c(c1)OCCO2,-3,8,1,1,4,0.4,-6,6,-13
O=C(Nc1c(F)c(F)c(F)c(F)c1F)C1CCCCC1,-14,21,7,-1,9,1.4,-4,-16,-13
COc1cc(OC)c(OC)cc1NC(=O)CC1COc2ccccc2O1 (stereo not drawn),-3,17,1,-20,8,1.2,-1,19,-13
CCOC(=O)c1cc(-c2ccc(F)cc2)n(CC(=O)NCc2ccccn2)c1C,0,0,1,-22,3,-0.2,-3,2,10
CCCCC(=O)NC(c1ccco1)c1cc(Cl)c2cccnc2c1O (stereo not drawn),2,-4,27,-20,0,0.6,-7,5,9
CCN(Cc1nc(-c2ccc(OC)c(OC)c2)no1)C(=O)c1ccc2c(c1)OCO2,-8,16,4,-8,10,3.0,-2,5,-16
COCCNc1nc(Oc2cccc(NC(C)=O)c2)c2sc(-c3ccccc3)cc2n1,-14,8,4,/,3,0.1,-4,48,-8
CCOc1ccc(NS(=O)(=O)c2ccc(C(=O)N3CCCC3)cc2)cc1,0,7,34,-16,1,8.6,16,2,-6
